# Rv3671c inh – Rv3671c serine protease inhibitors, primary screen, biochemical, fluorescence polarization, M. tuberculosis H37Rv; P9WHR9; inhibition, % at 5.96 µM; 0.048% of 320,000 active; in the data active = inhibition above about 38%;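 also: extracellular domain of Rv3671c used as enzyme; 0% = enzyme with DMSO and 100% = no enzyme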
# Target sequence (P9WHR9 whole entry, looked up, the tested form may be a part): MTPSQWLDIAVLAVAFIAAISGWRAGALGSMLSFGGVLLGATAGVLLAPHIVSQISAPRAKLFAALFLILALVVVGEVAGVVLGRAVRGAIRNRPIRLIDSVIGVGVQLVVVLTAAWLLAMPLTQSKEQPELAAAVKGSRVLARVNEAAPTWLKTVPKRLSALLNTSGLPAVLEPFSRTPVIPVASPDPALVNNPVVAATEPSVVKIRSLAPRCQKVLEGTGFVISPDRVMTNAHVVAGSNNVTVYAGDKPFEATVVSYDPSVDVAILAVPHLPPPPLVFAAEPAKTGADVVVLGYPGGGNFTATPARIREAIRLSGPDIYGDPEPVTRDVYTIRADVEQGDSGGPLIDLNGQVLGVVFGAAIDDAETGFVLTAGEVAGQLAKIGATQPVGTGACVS
# Mtb BioA inh – M. tuberculosis BioA enzyme inhibitors, primary screen, biochemical, plate reader, single point, HTS; 7,8-diaminopelargonic acid synthase BioA (Mycobacterium tuberculosis); purified M. tuberculosis BioA enzyme; 0.096% of 360,000 active; inhibition, % at 9.99 µM; in the data active = inhibition above about 40%; inconclusive = no clear call, values can overlap the other calls
# Mtb FBA inh – Mtb FBA enzyme inhibitors, primary screen, biochemical, fluorescence, strain H37Rv | purified M. tuberculosis FBA, fluorescence read-out | 2.3% of 360,000 active | inhibition, % at 1 µM; in the data active = inhibition above about 27%;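 also: 0% = vehicle and 100% = reference inhibitor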
# Target sequence (P9WQA3 whole entry, looked up): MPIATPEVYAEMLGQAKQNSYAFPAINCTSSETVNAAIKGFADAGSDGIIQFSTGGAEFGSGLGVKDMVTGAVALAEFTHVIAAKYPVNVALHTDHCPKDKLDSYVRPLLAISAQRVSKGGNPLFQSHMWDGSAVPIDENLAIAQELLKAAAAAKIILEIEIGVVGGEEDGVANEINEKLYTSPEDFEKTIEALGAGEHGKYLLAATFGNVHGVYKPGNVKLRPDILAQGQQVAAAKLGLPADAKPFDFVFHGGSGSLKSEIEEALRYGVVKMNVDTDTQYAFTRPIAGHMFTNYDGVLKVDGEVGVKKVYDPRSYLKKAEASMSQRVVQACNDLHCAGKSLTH
# FadD28 FP inh – inhibitors of FadD28 bisubstrate probe binding, primary screen, biochemical, fluorescence polarization, single point; 0.22% of 360,000 active; Mycobacterium tuberculosis FadD28 fatty-acid-AMP ligase; AID 588549, 2011; inhibition, % at 12.5 µM; in the data active = inhibition above about 8.5%, passing the limit was not always enough; inconclusive = no clear call, values can overlap the other calls
# UGM FP inh – M. tuberculosis UGM enzyme inhibitors, primary screen, biochemical, fluorescence polarization, single point | UDP-galactopyranose mutase (Mycobacterium tuberculosis (strain ATCC 25618 / H37Rv)), … | purified UGM, fluorescence polarization probe displacement | inhibition, % at 10 µM | 0.06% of 320,000 active; in the data active = inhibition above about 10%, passing the limit was not always enough; inconclusive = no clear call, values can overlap the other calls
# GDH-TPI inh – GDH-TPI coupling enzyme inhibitors, primary screen, artefact control for M. tuberculosis FBA inhibitor project, biochemical, absorbance, full deck. GDH-TPI coupled enzyme counterscreen, NADH absorbance. 1.2% of 360,000 active. inhibition, % at 4.8 µM;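 also: 0% = DMSO wells and 100% = wells lacking the enzyme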
# BoNT-F LC inh – BoNT/F light chain protease inhibitors, primary screen, biochemical, flow cytometry, MLPCN library; inhibition, % at 10 µM; Botulinum neurotoxin type F light chain protease (Clostridium botulinum); 0.22% of 360,000 active; AID 588497, 2011; Multiplex microsphere protease cleavage assay; in the data active = inhibition above about 35%, passing the limit was not always enough; inconclusive = no clear call, values can overlap the other calls; also: plate controls were buffer without enzyme for full effect and enzyme alone for no effect
# CCHFV vOTU inh – CCHFV vOTU protease inhibitors, primary screen, biochemical, Pep-AMC substrate, fluorescence. inhibition, % at 11.5 µM. 0.55% of 370,000 active. AID 651958, 2012; also: 0% = vehicle wells with enzyme and 100% = no enzyme wells
# DUSP3 inh – VHR1 phosphatase inhibitors, primary screen, biochemical, absorbance, uHTS. inhibition, % at 13.3 µM. recombinant VHR phosphatase, pNPP absorbance. Dual specificity protein phosphatase 3 (Homo sapiens), P51452. 0.52% of 290,000 active; in the data active = inhibition above about 50%; also: some compounds called inactive have numbers as strong as hits
# Target sequence (P51452 whole entry, looked up): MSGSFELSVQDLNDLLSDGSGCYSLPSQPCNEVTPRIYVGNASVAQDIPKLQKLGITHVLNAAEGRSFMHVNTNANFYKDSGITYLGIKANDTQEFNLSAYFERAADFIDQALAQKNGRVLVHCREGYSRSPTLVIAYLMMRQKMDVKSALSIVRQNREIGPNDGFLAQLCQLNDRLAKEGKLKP
# MazEF act – activators of E. coli MazEF toxin-antitoxin RNase, primary screen, biochemical, fluorescence, uHTS. Endoribonuclease toxin MazF (Escherichia coli (strain K12)), P0AE70. FAM/BHQ RNA-DNA oligo cleavage fluorescence, 5 h. activation, % at 20 µM. 0.32% of 350,000 active; in the data active = activation above about 50%
# Target sequence (P0AE70 whole entry, looked up): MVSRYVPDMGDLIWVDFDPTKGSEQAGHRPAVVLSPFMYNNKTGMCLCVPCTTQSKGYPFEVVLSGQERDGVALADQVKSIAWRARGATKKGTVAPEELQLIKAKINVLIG
# * hit, by the source's call; ? = inconclusive; / = not tested or not shown. Rule as the data show it, unless noted: active = inhibition above about 30%; inactive = the rest.
nr	compound	Rv3671c inh	Mtb BioA inh	Mtb FBA inh	FadD28 FP inh	UGM FP inh	GDH-TPI inh	BoNT-F LC inh	CCHFV vOTU inh	DUSP3 inh	MazEF act
1	COc1ccc(-c2cc(C(N)=O)nc(N3CCCCCC3)n2)cc1	-4	1.7	6	0.7	-3.7	20	-18	-4	21	-14
2	O=C(NCCc1ccccc1)c1cccs1	-3	-0.3	3	-2.6	-1.1	-3	14	11	12	-4
3	O=c1c2ccccc2nc(CSc2ncnc3nc[nH]c23)n1-c1ccccc1Cl	1	-0.5	3	-1.1	3.8	1	-10	5	3	4
4	CC1Cc2nc(SCC(=O)N3CCN(c4ccccc4)CC3)n(C)c(=O)c2S1 (stereo not drawn)	9	23	0	-0.3	0.4	20	-6	6	15	11
5	CCCn1nnc(NC(=O)C(C)C)n1	-5	-1.8	1	-1.8	1.7	4	?	3	-13	2
6	CSc1ccccc1C(=O)N(C)Cc1ccccc1	-4	-0.6	-2	-1.2	2.7	-7	4	4	21	-5
7	CCN(CC)C(=S)NC(=O)c1ccc(F)cc1	-9	-1.0	1	-0.3	-1.2	-3	-5	-9	29	4
8	COc1ccc(/C=C2\SC(=S)N(CCC(=O)N3CCCCC3CCO)C2=O)cc1 (stereo not drawn)	-13	-1.3	-4	-0.2	3.0	2	3	-7	2	-3
9	Cc1ccc(C)c(NC(=O)C(Sc2nc3ccccc3c(=O)n2CC(C)C)c2ccccc2)c1 (stereo not drawn)	-9	/	1	0.6	3.6	10	5	2	-3	-18
10	O=C(c1ccccc1)N(Cc1nc2ccccc2c(=O)[nH]1)C1CCCCC1	3	/	-1	-1.1	3.9	2	2	16	26	-12
11	Cc1cc(N2CCCCC2)nc(N2CCCCC2)n1	-2	/	1	0.6	2.4	6	-6	2	18	6
12	CCOc1ccc(NC(=O)CN(C)C(=O)CSCc2ccc(C)cc2)cc1OCC	4	0.1	3	-1.3	2.8	8	11	3	/	-3
13	C(#Cc1ccccc1)C[N+]1(CC#Cc2ccccc2)CCCCC1	6	3.9	-5	0.3	-0.7	2	-2	11	6	57*
14	COc1ccc(NC(=O)CSc2nccn2Cc2ccccc2)c(OC)c1	-14	0.4	3	-2.1	0.3	3	-2	0	26	-1
15	COc1cccc(-n2nnnc2SCC(=O)NC2CCCC2)c1	11	-1.1	-2	-0.3	-1.7	-5	14	-15	44	3
16	COc1cc(NC(=O)c2cc(C)on2)cc(OC)c1OC	-6	/	5	-1.3	3.6	-4	2	/	6	1

# A second format for some results above:
(11) Cc1cc(N2CCCCC2)nc(N2CCCCC2)n1
(12) CCOc1ccc(NC(=O)CN(C)C(=O)CSCc2ccc(C)cc2)cc1OCC

screen / no. | 11 | 12
Rv3671c inh | -2 | 4
Mtb BioA inh | / | 0.1
Mtb FBA inh | 1 | 3
FadD28 FP inh | 0.6 | -1.3
UGM FP inh | 2.4 | 2.8
GDH-TPI inh | 6 | 8
BoNT-F LC inh | -6 | 11
CCHFV vOTU inh | 2 | 3
DUSP3 inh | 18 | /
MazEF act | 6 | -3

# Later entries
nr	compound	Rv3671c inh	Mtb BioA inh	Mtb FBA inh	FadD28 FP inh	UGM FP inh	GDH-TPI inh	BoNT-F LC inh	CCHFV vOTU inh	DUSP3 inh	MazEF act
17	COC(=O)c1ccc(/C=N/NC(=O)C(=O)NCC2CCCO2)cc1 (stereo not drawn)	10	/	3	-0.5	1.1	10	?	6	20	-3
18	CCCOc1nc(C)cc(COC)c1C(N)=O	3	/	5	-1.0	1.1	1	-3	2	6	6
19	O=c1[nH]c(CN2CCc3ccccc32)nc2scc(-c3cccs3)c12	-20	-1.9	-1	-2.4	1.5	-2	-5	12	-2	7
20	Cc1ccc(NC(=O)c2ccc(NC(=O)C3CCCCC3C(=O)O)cc2)cc1 (stereo not drawn)	1	0.0	3	-0.8	-0.3	17	5	23	15	-2
21	COc1cccc(NC(=O)CN(C)C(=O)Cc2ccc(Cl)cc2Cl)c1	-4	-4.0	-3	-0.3	-0.5	13	13	9	26	-3
22	CCN1C(=O)N(CN2CCOCC2)C2C1N(CN1CCOCC1)C(=O)N2CC (stereo not drawn)	1	-1.4	0	-1.5	-0.3	6	15	9	-12	-5
23	CCc1c(C)nc(N)nc1N1N=C1SCC(=O)OC	5	/	3	0.2	1.7	3	-7	-8	18	7
24	COc1cccc(CNCc2ccc3c(c2)OCO3)c1	/	0.2	-1	-4.8	-0.6	-14	-41	9	4	3

# Single records, as listed above. Order of screens: Rv3671c inh, Mtb BioA inh, Mtb FBA inh, FadD28 FP inh, UGM FP inh, GDH-TPI inh, BoNT-F LC inh, CCHFV vOTU inh, DUSP3 inh, MazEF act
# CCCOc1nc(C)cc(COC)c1C(N)=O reads 3, /, 5, -1.0, 1.1, 1, -3, 2, 6, 6
# COC(=O)c1ccc(/C=N/NC(=O)C(=O)NCC2CCCO2)cc1 (stereo not drawn) reads 10, /, 3, -0.5, 1.1, 10, ?, 6, 20, -3
# Cc1ccc(NC(=O)c2ccc(NC(=O)C3CCCCC3C(=O)O)cc2)cc1 (stereo not drawn) reads 1, 0.0, 3, -0.8, -0.3, 17, 5, 23, 15, -2
# COc1cccc(CNCc2ccc3c(c2)OCO3)c1 reads /, 0.2, -1, -4.8, -0.6, -14, -41, 9, 4, 3

# (further entries)
nr	compound	Rv3671c inh	Mtb BioA inh	Mtb FBA inh	FadD28 FP inh	UGM FP inh	GDH-TPI inh	BoNT-F LC inh	CCHFV vOTU inh	DUSP3 inh	MazEF act
25	O=[N+]([O-])c1ccc(-c2cn3c(n2)CCC3)cc1	8	-0.3	3	-2.7	-2.2	14	37*	-10	-3	8
26	Cc1ccccc1CN1CCN(CC(=O)NCc2ccccn2)C1=O	3	0.5	2	-1.7	0.5	0	-7	1	24	1
27	Cn1c(Oc2ccc(F)cc2F)c(C=O)c2ccccc21	0	-2.0	0	-4.0	0.6	-2	0	1	1	-2
28	Cc1nc(NS(=O)(=O)c2ccccc2)sc1NC(=O)Nc1ccc(Cl)cc1	33	6.2	6	0.0	3.1	2	-2	12	0	-25
29	C=CCN1C(=O)C(CC(=O)NCC)SC1=Nc1cc(Cl)ccc1Cl (stereo not drawn)	10	0.0	0	-1.9	3.3	-7	?	3	16	7
30	COc1cc(Br)cc(CN2CCN(C/C=C/c3ccccc3)CC2)c1O	4	-1.6	-1	-1.0	0.2	0	-12	-7	21	-7
31	CCOC(=O)C1(Cc2ccc(OC)cc2)CCN(C(=O)c2ccc3[nH]ccc3c2)CC1	-6	/	-3	-3.7	-2.4	5	8	3	38	4
32	CCCN1CNC(=S)N(CC2CCCO2)C1 (stereo not drawn)	-10	2.4	1	-2.5	-0.4	-5	-14	1	0	-2
33	COc1ccc([C@H](NC(=O)OC(C)(C)C)C(=O)OC(C)(C)C)cc1	10	-2.3	-1	-0.8	-2.9	9	-12	9	/	3
34	COC1(OC)C(=N/O)/C(=N\O)CCC1O (stereo not drawn)	0	-0.7	-1	-1.4	-3.5	12	-19	5	18	7
35	Cc1ccc(S(=O)(=O)N2CCN(C(=O)Cc3ccccc3)CC2)cc1C	-1	5.5	-1	/	1.2	-6	0	10	/	0
36	O=C(Nc1ccc(N2CCCCC2)cc1)c1cc([N+](=O)[O-])cc([N+](=O)[O-])c1	1	-1.8	1	0.1	-5.4	3	-8	-6	1	3
37	CC(C)(C)NC(=O)CCN1CCOCC1	-6	-2.7	-3	-1.6	-1.4	11	3	-4	-2	-8
38	CN(Cc1ccccc1)C(=O)c1ccc(NC(=O)Cc2ccc(NC(=O)C3CCN(C(=O)CCc4ccccc4)CC3)cc2)cc1	/	-1.3	4	-1.0	/	15	-1	3	/	-11
39	CCCCOc1ccc(C(=O)NCC(=O)N2CC(C)CC(C)C2)cc1 (stereo not drawn)	0	-0.9	1	-0.9	2.0	7	-1	4	/	2
40	COCCNC(=O)C(c1cccs1)N(C(=O)Cn1nnc2ccccc21)c1ccc2c(c1)OCO2 (stereo not drawn)	1	0.4	-3	-0.5	1.9	6	13	2	16	-1
41	Cc1cc(C(=O)CCC(=O)N(C)CC(=O)Nc2ccccc2Br)c(C)s1	3	1.8	0	-0.5	0.3	3	3	7	/	2
42	O=C(O)CCSc1ncnc2sc(-c3ccccc3)cc12	-10	0.0	-1	-2.7	2.0	-2	-4	-6	13	-9
43	COc1cccc(CN2CCN(c3ccc(F)cc3)C2=O)c1	6	/	3	-3.1	-1.8	-17	-3	-12	17	15
44	C/C(=N\NC(=S)Nc1ccc(F)cc1)C1CC1	-5	3.2	1	-1.2	-2.0	12	-2	-4	-3	-2
45	N#CCCN(Cc1cccnc1)C(=O)Nc1cccc(Cl)c1	-5	1.1	0	-6.5	0.1	-11	-7	8	-17	-1
46	CC1CCC(NC(=O)CCS(=O)(=O)c2ccc3c(c2)oc(=O)n3C)CC1 (stereo not drawn)	3	-3.1	0	-2.3	-1.3	-6	0	8	-1	9
47	Nn1c(SCc2ccc([N+](=O)[O-])cc2)nc2ccccc2c1=O	-11	-1.0	1	0.1	0.0	20	-11	-5	/	1
48	Cc1ccc(C(=O)OCC(=O)Nc2nc(-c3ccccc3)cs2)cc1NC(=O)c1ccco1	-35	-2.2	2	-1.5	-0.5	5	2	5	3	-18

# A different layout for some results above:
47: Nn1c(SCc2ccc([N+](=O)[O-])cc2)nc2ccccc2c1=O
48: Cc1ccc(C(=O)OCC(=O)Nc2nc(-c3ccccc3)cs2)cc1NC(=O)c1ccco1
46: CC1CCC(NC(=O)CCS(=O)(=O)c2ccc3c(c2)oc(=O)n3C)CC1 (stereo not drawn)
44: C/C(=N\NC(=S)Nc1ccc(F)cc1)C1CC1
42: O=C(O)CCSc1ncnc2sc(-c3ccccc3)cc12
screen / no.,47,48,46,44,42
Rv3671c inh,-11,-35,3,-5,-10
Mtb BioA inh,-1.0,-2.2,-3.1,3.2,0.0
Mtb FBA inh,1,2,0,1,-1
FadD28 FP inh,0.1,-1.5,-2.3,-1.2,-2.7
UGM FP inh,0.0,-0.5,-1.3,-2.0,2.0
GDH-TPI inh,20,5,-6,12,-2
BoNT-F LC inh,-11,2,0,-2,-4
CCHFV vOTU inh,-5,5,8,-4,-6
DUSP3 inh,/,3,-1,-3,13
MazEF act,1,-18,9,-2,-9

# Next entries.
nr	compound	Rv3671c inh	Mtb BioA inh	Mtb FBA inh	FadD28 FP inh	UGM FP inh	GDH-TPI inh	BoNT-F LC inh	CCHFV vOTU inh	DUSP3 inh	MazEF act
49	COc1ccc(OC)c(NC(=O)C2CCN(Cc3cnn(-c4ccccc4)c3-n3cccc3)CC2)c1	2	2.0	1	-6.2	1.6	0	-4	-8	32	6
50	O=C(COC(=O)/C=C/c1ccc(OC(F)F)cc1)Nc1ccc2[nH]c(=O)[nH]c2c1	-14	-0.3	4	-1.5	-1.5	14	-10	6	/	2
51	CCOC(Cn1ccc(=O)[nH]c1=O)OCC	-12	-1.7	1	-0.4	0.2	5	-14	4	29	-1
52	COc1ccc(C(=O)Nc2cccc(-c3cnc4ccccc4n3)c2)cc1	-17	0.4	3	0.9	-1.8	-4	-5	4	21	9
